Screening results from PubChem BioAssay.
mcGAS RapidFire = mouse cGAS inhibition by mass spec; recombinant mouse cGAS, cGAMP by RapidFire MS; 130,000 compounds, 0.18% hits; inhibition, % at 12.5 µM;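 active = inhibition of cGAS enzyme activity at or above 60%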;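 note: enzyme stimulated by 45 bp dsDNA with ATP and GTP substrates; cGAMP share of summed cGAMP plus half ATP and half GTP signals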
Target sequence (Q8C6L5 whole entry, looked up): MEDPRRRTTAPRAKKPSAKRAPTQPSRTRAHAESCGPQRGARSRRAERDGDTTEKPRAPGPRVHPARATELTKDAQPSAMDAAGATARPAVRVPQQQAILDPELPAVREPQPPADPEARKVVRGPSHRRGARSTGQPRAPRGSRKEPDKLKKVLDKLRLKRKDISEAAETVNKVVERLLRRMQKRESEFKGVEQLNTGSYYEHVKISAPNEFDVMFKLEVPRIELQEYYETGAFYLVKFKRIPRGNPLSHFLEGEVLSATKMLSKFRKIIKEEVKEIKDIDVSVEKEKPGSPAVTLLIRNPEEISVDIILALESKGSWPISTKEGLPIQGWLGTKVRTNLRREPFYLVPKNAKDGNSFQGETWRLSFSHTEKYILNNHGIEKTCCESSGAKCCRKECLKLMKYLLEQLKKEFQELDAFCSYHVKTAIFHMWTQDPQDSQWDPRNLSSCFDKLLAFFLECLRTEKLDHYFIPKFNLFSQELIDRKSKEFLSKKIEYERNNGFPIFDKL
The depositor's hits bear a star; & = joins results of further samples.

SMILES	mcGAS RapidFire
C=CCNC(=O)N1CCOC(CN2CCN(c3ccc(C)c(C)c3)CC2)C1 (stereo not drawn)	-7.6
COCCn1cc(NC(=O)NCc2ccccc2)c2ccccc21	-0.3
Cc1noc(C)c1S(=O)(=O)N1CCN(Cc2ccc(Br)cc2)CC1	-8.0
Cc1nn(C)c(Cl)c1CNC(C)c1cnn(-c2cccc(F)c2)c1C (stereo not drawn)	-2.4
O=C(c1cn(Cc2ccccc2F)nn1)N1CCC(OCc2cccnc2)CC1	-14.6
COC(=O)CN1CCN(Cc2cccc3c2OCO3)C(C)C1=O (stereo not drawn)	-5.4
O=C(COc1ccc(Cl)cc1)N1CCCC(OCc2ccc(F)c(F)c2)C1 (stereo not drawn)	-5.9
CCn1ncc2c1CCCC2NCc1ccc(N2CCOCC2)cc1 (stereo not drawn)	-6.0
COCCn1c(C)cc(O)c(C(c2ccc(C)cc2)N2CCN(c3ccccn3)CC2)c1=O (stereo not drawn)	-7.4
Cc1cc(OCC(=O)OCc2ccc(C#N)cc2)no1	-5.2
CCCN1CCC(C)(C(=O)Nc2ccccc2-c2ccccc2)C1 (stereo not drawn)	-3.0
CN(C)CCCNCC(O)COCc1ccc2c(c1)OCO2 (stereo not drawn)	-7.2
O=c1cc[nH]c2ccc(F)cc12	-4.2
O=C(CSCc1ccc(Cl)cc1Cl)NCCc1ncn[nH]1	-8.5
O=C(OCc1cc(-c2ccc(F)cc2F)on1)c1cc2ccccc2oc1=O	-5.8
Cc1ccc(NC(=O)C2(C)CCN2CCc2ccccc2)cc1 (stereo not drawn)	-4.6
COc1ccc(NC(=NS(=O)(=O)c2ccc(C)cc2)Nc2nc(C)cc(C)n2)cc1	1.4
Cc1nnc(CN2CCCC(CCc3ccccc3C(F)(F)F)C2)o1 (stereo not drawn)	-16.4
CC(C)c1nnsc1CNC1CCC2(CCNCC2)CC1	-21.4
CCn1cc(CN(C(=O)c2nccc3ccccc23)C(C)C)cn1	-11.6

Three compounds from above, ordered by count of non-hydrogen atoms, descending.
SMILES	mcGAS RapidFire
COCCn1cc(NC(=O)NCc2ccccc2)c2ccccc21	-0.3
Cc1ccc(NC(=O)C2(C)CCN2CCc2ccccc2)cc1 (stereo not drawn)	-4.6
CN(C)CCCNCC(O)COCc1ccc2c(c1)OCO2 (stereo not drawn)	-7.2

Next compounds follow:
SMILES	mcGAS RapidFire
CCn1ccnc1CN1CCN(Cc2ccc(F)cc2)C(=O)C1	-25.7
CCN(Cc1ccc(CO)o1)Cc1cc(Cl)ccc1OC	-4.3
CSc1nc(CN2CCN(c3ccc(C(C)=O)cc3)CC2)cc(=O)[nH]1	-4.6
O=[N+]([O-])c1cc(Cl)ccc1S(=O)(=O)N1CCN(Cc2ccccc2)CC1	-7.1
CNC(=O)c1nn(Cc2cc(C)on2)c(=O)c2ccccc12	-0.3
COc1ccc(S(=O)(=O)N(C)C)cc1NC(C)C(=O)Nc1cccc(C#N)c1 (stereo not drawn)	4.5
CC(C)Oc1ccc(Br)cc1N	-0.3
COc1ccc(NC(C)C(=O)N2CCc3ccccc32)cc1S(=O)(=O)N1CCCCC1 (stereo not drawn)	-1.3
Cc1ccccc1S(=O)(=O)NC(=O)C1(C)CCN1C(=O)Cc1ccccc1Cl (stereo not drawn)	0.5
CC(C)c1cc(=O)n2c(n1)SCC2CC(=O)NCc1c(F)cccc1F (stereo not drawn)	-5.6
CCn1cc(CNC(=O)c2ccccc2I)c(C)n1	-1.1
Cc1nn(C(C)(C)C)c2c1C(c1cc3c(cc1[N+](=O)[O-])OCO3)C1C(=O)CC(C)(C)CC1=N2 (stereo not drawn)	-6.9
CC1(C(=O)NS(=O)(=O)c2ccc(Cl)cc2)CCN1C(=O)Cc1ccc(-c2ccccc2)cc1 (stereo not drawn)	-7.1
Cc1onc(-c2ccccc2)c1C(=O)Nc1ccc(Br)cc1	5.7
NS(=O)(=O)c1ccc(NC2CC(=O)N(Cc3ccc(Cl)cc3)C2=O)cc1 (stereo not drawn)	0.9
Cc1nc2sc(C)c(C)n2c(=O)c1NC(=O)CCCc1ccccc1	-3.4
O=C1NCC(=O)N2C[C@H](Nc3nccc(CCC(F)(F)F)n3)C[C@@H]12	-5.0
Cc1cccc(N2CCN(CCC(C)NS(=O)(=O)c3ccc(F)cc3)CC2)c1 (stereo not drawn)	-5.9
O=c1cccnn1CCNS(=O)(=O)CCc1ccccc1	-6.3
NCCc1nc(NCCN2CCCCC2CO)c2ccccc2n1 (stereo not drawn)	-14.7
Cc1cc(F)ccc1NC(=O)CNCCCC1CCOC1 (stereo not drawn)	-10.0
CSCC(=O)N1CCCCC1C(=O)Nc1ccc(-n2nc(C)cc2C)cc1 (stereo not drawn)	-6.0
Cc1onc(-c2c(Cl)cccc2Cl)c1C(=O)N[C@@H]1C(=O)N2[C@@H]1SC(C)(C)[C@@H]2C(=O)O	0.5&3.6&4.1&10.2
CCOc1ccccc1C1NC(=O)CCC1[N+](=O)[O-] (stereo not drawn)	-5.7
CC(c1ccc2c(c1)OCCO2)N(C)Cc1nc(-c2cnccn2)no1 (stereo not drawn)	-8.4&-1.7
CS(=O)(=O)N1CCN(S(=O)(=O)c2cc(Cl)ccc2Cl)CC1	-1.2
COc1ncccc1C(=O)Nc1cnc2n1CCCC2	-10.4
O[C@@H]1CN(Cc2cc3n(n2)CCNC3)CC[C@H]1c1ccc2ccccc2c1	-3.8
Cc1cnc2n(c1=O)C(CC(=O)NCc1ccccn1)CS2 (stereo not drawn)	-2.0
c1ccc(-c2nc(Sc3nnnn3-c3ccccc3)nc3ccccc23)cc1	-8.7
O=C1CN(C(=O)C2COc3ccccc3O2)c2ccccc2N1 (stereo not drawn)	-2.1
COc1ccc(OC)c(NC(=O)N2CCCCC2CN2CCOCC2)c1 (stereo not drawn)	-13.3
O=C(O)CSCC(=O)Nc1cc(SCCO)cc([N+](=O)[O-])c1	-21.4
c1cncc(CNCc2ccc3c(c2)OCO3)c1	-7.7
O=S(=O)(NN=Cc1cccs1)c1ccc(Br)cc1	-9.3
CCCn1c(SC(C)c2nnnn2-c2ccccc2)n[nH]c1=O (stereo not drawn)	-8.9
CC(C)Oc1ccc(NC(=O)c2cc(Br)cn2C)cc1	-15.6
CC12CN3CC(C)(CN(C1)C3C(O)C(O)C(O)C(O)CO)C2 (stereo not drawn)	1.8
Cc1ccc(Cl)cc1-c1noc(C2CC(=O)N(C3CC3)C2)n1 (stereo not drawn)	4.6
Cc1cc2oc(=O)cc(C)c2cc1NC(=O)c1ccc[nH]1	-6.8
Cc1cc(CN2CCC(Oc3ccccc3C(=O)N3CCCCC3)CC2)oc1C	-4.6
CSc1cc(C2CC2c2ccc(Cl)cc2)on1 (stereo not drawn)	-8.3
O=C(c1cc(=O)[nH]c2ccccc12)N1CC(c2ccncc2)C1	-30.4
Cc1c(C(=O)OC2CCCCC2)[nH]c2c1C(=O)CC(C)(C)C2	-10.9
COc1ccc(OC)c(C2CCCN2Cc2nc3ccsc3c(=O)[nH]2)c1 (stereo not drawn)	-3.3
CN(C)S(=O)(=O)c1ccc(C(=O)Nc2cc(F)ccc2F)o1	-7.5
COc1cc(C(=O)Nn2cnc3c(cnn3-c3ccc(C)c(C)c3)c2=O)cc(OC)c1OC	-8.9
COc1cc(OC)cc(C2=NC(=Cc3ccc(Cl)s3)C(=O)O2)c1	-17.5
O=c1ccc(-c2ccc(Br)cc2)nn1Cc1cccc(F)c1	-10.6
O=C(NCCc1ccc(C(F)(F)F)cc1)N1CCN(S(=O)(=O)c2ccccc2)CC1	-3.9&9.1
CNc1cccc(-c2ccc(C(=O)NCCC#N)cc2)n1	-4.3
CC(=O)Nc1ncc(S(=O)(=O)N2CCC(N3CCCC3=O)CC2)s1	-16.6
CCC(NC(=O)N1CCC(C)(C(=O)OC)C1)c1cccs1 (stereo not drawn)	-4.1
CCc1ccc(C(=O)NS(=O)(=O)c2cccc(S(C)(=O)=O)c2)o1	10.0
CSc1ccc(CN2CCC2(C)C(=O)NCc2ccccc2Br)cc1 (stereo not drawn)	-3.4
CCc1c(C(=O)N(C)c2ccccc2)cnn1-c1ccc(F)cc1	-2.9
CCOc1c(Br)cc(/C=C2/SC(=S)N(CC(=O)O)C2=O)cc1Br	1.3
Cc1ccc(-c2ccc(C(=O)NCCCn3ccnc3C(C)C)cn2)cc1	-22.2
Cn1c(=S)n(CN2CCOCC2)c2ccccc21	14.6
CC(C)N1CCNC(=O)C1CC(=O)NCc1nnc2n1CCCCC2 (stereo not drawn)	4.3
Other records.
SMILES	mcGAS RapidFire
O=C(O)c1cccnc1CN1CCC[C@H]1CN1CCCC1	-6.2
O=C(NC(c1ccc(Cl)cc1)C1CC1)C1CCN(S(=O)(=O)c2ccccc2F)CC1 (stereo not drawn)	-5.6
c1cncc(-c2noc(C3CCCN(Cc4ncc[nH]4)C3)n2)c1 (stereo not drawn)	0.3
CNC(=O)C1CCCN(S(=O)(=O)N2CCOCC2)C1 (stereo not drawn)	1.0
O=C(/C=C/N(c1ccccc1)c1ccccn1)C(F)(F)F	6.2
NC(=O)c1ccc(NC(=O)N2CCCC2CC(O)c2ccco2)cc1Cl (stereo not drawn)	-0.5
Cn1nc(-c2cccnc2)c2c1NC(=O)CC2c1ccc2cccc(O)c2n1 (stereo not drawn)	-3.0
O=C(NCCc1ccccc1)C(C1CCCC1)N1CCN(C(=O)c2cccc(Cl)c2)CC1 (stereo not drawn)	-7.8
CC(=O)N1CCCN(C(=O)CC(c2cccc(O)c2)c2ccccc2O)CC1 (stereo not drawn)	3.7
CC(C)Nc1cc(-c2cccc(CN3CCOCC3)c2)ncn1	-19.4
Cn1nnc2c(Nc3ccc(Br)cc3F)ncnc21	-7.1
O=C(CSc1ncn[nH]1)NCc1n[nH]c(=O)c2ccccc12	1.4
CC(NC(=O)CC1Sc2ccc(Cl)cc2NC1=O)c1ccco1 (stereo not drawn)	-1.5
CN1CC(S(=O)(=O)c2ccccc2)=CC(S(=O)(=O)c2ccccc2)C1c1ccccc1 (stereo not drawn)	1.1
CCC(C)N(CC1CNCCO1)C(=O)Cc1ccc(OC)cc1 (stereo not drawn)	-5.4
O=C(NCCc1ccccc1F)C1CCCCC1C(=O)N1CCc2c([nH]c3ccccc23)C1 (stereo not drawn)	5.2
CC1CC(Nc2ccccc2)=NC1(C)C (stereo not drawn)	-43.0
C=C(C#N)CS(=O)(=O)c1ccc(C)cc1	-2.5
CC(=O)c1cccc(NC(=O)c2oc3ccccc3c2CN(C)C)c1	-34.7
CC1Oc2ccc(N)cc2CN(Cc2cc(F)cc(F)c2)C1=O (stereo not drawn)	2.5
Cc1cc(=O)[nH]c(CN2CCN(c3ccccc3F)CC2)n1	-12.4
CCCN(Cc1ccncc1)C(=O)c1n[nH]c2c1CC(C)CC2 (stereo not drawn)	-3.5
N#Cc1ccc(CN2CCN(C(=O)c3ncoc3C3CCCO3)CC2=O)cc1 (stereo not drawn)	6.2
CC(CCC(C)C)=NNc1cc(C)c2ccccc2n1	-6.4
CCOC(=O)C1=C(CC)NC2=C(C(=O)CC(C)(C)C2)C1c1ccccc1OC (stereo not drawn)	-0.4
Cc1c(C(=O)NCc2cccnc2N2CCN(C)CC2)cnn1-c1ccccn1	-24.5
CCN(CCN(C)C)CC1=CCC2CC1C2(C)C (stereo not drawn)	1.4
NC(=O)CCCCCNC(N)=O	6.4
CCCn1cc(C(=O)NC2CCC(n3cnnc3)CC2)c(C)n1 (stereo not drawn)	-34.5
Cc1nc2ccc(Cl)cn2c1CN(C)Cc1nnc(-c2ccccc2)o1	-12.0
CN(C)C1NC(=O)c2cc(-c3ccccc3)sc2N1 (stereo not drawn)	-5.1
CC(=O)Nc1ccc(S(=O)(=O)Nc2onc(C)c2C)cc1	-4.6
O=c1c2ccccc2[nH]c(=S)n1-c1ccc2c(c1)OC1(CCCCC1)O2	-9.2
Fc1ccccc1C1CC(c2cccnc2)=Nc2nc3ccccc3n21 (stereo not drawn)	-8.0
O=C(Cn1cnc2ncc(Br)cc21)NC1CC1	-20.9
CCCn1ccc2cc(NS(=O)(=O)c3c(C)noc3C)ccc21	-4.7
Cc1nc(NC(=O)CNC(=O)Cc2cccc(F)c2)sc1SCC#N	-7.1
O=C(O)c1cnc(/C=C/c2ccc3ncccc3c2)s1	6.6
O=C(CSC1=NS(=O)(=O)c2cc(F)ccc2N1)NCCc1ccccc1	-1.7
C=CCn1c2c(c(=O)[nH]c1=O)C(c1ccc(Br)cc1)C1C(=O)OCC1=N2 (stereo not drawn)	16.1

Random excerpt: 3 compounds from above, in no set order.
SMILES	mcGAS RapidFire
O=C(CSC1=NS(=O)(=O)c2cc(F)ccc2N1)NCCc1ccccc1	-1.7
Cc1cc(=O)[nH]c(CN2CCN(c3ccccc3F)CC2)n1	-12.4
CCCn1ccc2cc(NS(=O)(=O)c3c(C)noc3C)ccc21	-4.7

(continued)
SMILES	mcGAS RapidFire
CCc1ccc(CNn2cnnc2SCC(=O)NC(C)(C)C)cc1	-4.1
Cn1cc(S(=O)(=O)N2CCC(CN3CCc4ccccc43)CC2)cn1	-2.6
Cc1ccc(C)c(C(C)NC(=O)c2cccc(CS(C)(=O)=O)c2)c1 (stereo not drawn)	2.1
CCC(C)(C)NC(=O)CS(=O)(=O)Cc1ccccc1C	-38.7
CC(C)(N=NC(C)(C)C(=N)N)C(=N)N	-3.8
Cc1nn(C)c(C)c1C=CC(=O)O	0.3
CC1(NS(=O)(=O)c2ccccc2Cl)CCS(=O)(=O)C1 (stereo not drawn)	-6.4
O=C1NC2=C(C(=O)N(CC3CCCO3)C2)C(c2ccccc2)N1 (stereo not drawn)	0.2
COc1cccc2c(=O)n(CC3CCCN(CCc4ccccc4)C3)cnc12 (stereo not drawn)	-10.6
COc1cc(NC(=O)c2ccc(C)o2)cc(OC)c1	-13.3
CC(c1ccc(C2CCCC2)cc1)N(C)C (stereo not drawn)	-30.2
O=C(CN1CCCCCC1=O)NCCNS(=O)(=O)c1ccc(Cl)cc1	2.9

Ordered by the number under mcGAS RapidFire (largest number first): 5 from the list above
mol,mcGAS RapidFire
Cc1nn(C)c(C)c1C=CC(=O)O,0.3
CCc1ccc(CNn2cnnc2SCC(=O)NC(C)(C)C)cc1,-4.1
CC1(NS(=O)(=O)c2ccccc2Cl)CCS(=O)(=O)C1 (stereo not drawn),-6.4
COc1cccc2c(=O)n(CC3CCCN(CCc4ccccc4)C3)cnc12 (stereo not drawn),-10.6
CC(c1ccc(C2CCCC2)cc1)N(C)C (stereo not drawn),-30.2

These rows are one share of the data; the hit share may differ from the screen's.
